Screening data as filed in PubChem BioAssay.
TDP1 block: blocks human tyrosyl-DNA phosphodiesterase 1. Q9NUW8. Potency, µM (series often up to 130 µM), without a hit: top-dose activity change, negative = inhibition, actives largely listed as inhibitors. recombinant TDP1, AlphaScreen DNA substrate cleavage. 350,000 tested, 0.28% active; note: nearly all actives have a fitted effect of over 40% in size
Target sequence (Q9NUW8 whole entry, looked up): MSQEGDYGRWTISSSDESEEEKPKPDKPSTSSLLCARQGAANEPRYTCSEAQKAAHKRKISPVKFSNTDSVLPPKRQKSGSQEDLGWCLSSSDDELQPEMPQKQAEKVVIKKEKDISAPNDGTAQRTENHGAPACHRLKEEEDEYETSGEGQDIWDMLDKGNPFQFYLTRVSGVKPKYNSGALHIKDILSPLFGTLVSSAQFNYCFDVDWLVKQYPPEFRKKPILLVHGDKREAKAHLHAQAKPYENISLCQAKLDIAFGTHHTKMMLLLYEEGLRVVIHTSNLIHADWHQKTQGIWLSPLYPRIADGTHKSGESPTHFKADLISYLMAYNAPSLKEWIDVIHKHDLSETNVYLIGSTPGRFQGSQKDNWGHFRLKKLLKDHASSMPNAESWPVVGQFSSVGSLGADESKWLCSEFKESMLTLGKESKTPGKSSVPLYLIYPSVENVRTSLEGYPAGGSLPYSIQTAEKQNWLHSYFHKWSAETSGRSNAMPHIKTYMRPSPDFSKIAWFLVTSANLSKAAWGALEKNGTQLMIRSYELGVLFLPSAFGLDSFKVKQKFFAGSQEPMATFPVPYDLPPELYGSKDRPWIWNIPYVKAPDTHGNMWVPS
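Steps: enzyme plus compound, 15 min RT; add biotin/phosphotyrosine-FITC oligonucleotide (15 nM final), react 5 min; add donor/acceptor beads (10 ug/ml final), 10 min; read AlphaScreen. Tdp1 at 1 nM final.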
DT40 TDP1 no CPT: qHTS for Inhibitors of human tyrosyl-DNA phosphodiesterase 1 (TDP1): qHTS in cells in absence of CPT. DT40 Tdp1-/- hTDP1 cells, no CPT, ATP luminescence, 48 h. Potency, µM (top dose mostly 46.2 µM), for the others: at the highest dose activity change, negative = growth inhibition, usual class: inhibitors. 420,000 tested, 15% active. AID 686978, 2013; note: nearly all actives have a fitted effect of over 55% in size
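Growth kinetics read by CellTiter-Glo luminescence after ≥48 hr at 37 °C. Cells: DT40 Tdp1-/- stably carrying human TDP1, 400 per well, compound exposure in the absence of CPT (DMSO vehicle).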
N370S GC: N370S glucocerebrosidase modulation, Gaucher chaperone candidate; Potency, µM (doses to about 59.4 µM), without a hit: at the highest dose activity change, negative = inhibition, hits mostly inhibitors; P04062; 330,000 tested, 0.092% active; N370S GC spleen homogenate, 4MU-glucoside fluorescence;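 note: 0% = full enzyme activity and -100% = no enzyme basal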
Starred values were filed as active, the others as inactive; ? = inconclusive; · = not tested or not shown; [ ] = dose if it differs, or a comment. Calls come from the whole dose curve; as a rule, active = well fitted curve in the direction sought with a large enough effect; inconclusive = small, poorly fitted or top-dose-only effect, or another doubt; inactive = no such curve, though single readings can be large; an effect the other way counts as inactive or inconclusive. Unless noted, % is set by controls: 0 for no effect and ±100 for the full control effect; potency is the fitted concentration of half-maximal effect.

SMILES	TDP1 block	DT40 TDP1 no CPT	N370S GC
CCOC(=O)c1cc(C)n(CC2CCC(C(=O)Nc3ccc(C(=O)OC)cc3)CC2)c1C (stereo not drawn)	3%	18µM*	·
S=C(NCc1ccccc1Cl)NC1CCCC1	3%	?	-7%
Cc1cc2c(c(=O)n1CCN(C)C)C(c1ccc(Br)cc1)C(C#N)=C(N)O2 (stereo not drawn)	6%	-28%	-2%
O=C(NCc1ccc(Cl)cc1)c1ncn[nH]1	-4%	10%	10%
O=C(CC1C(=O)NCCN1Cc1ccc(F)c(F)c1)NCCn1cccn1 (stereo not drawn)	-2%	3%	-5%
O=C(c1ccco1)N1CCN(C(=O)c2cccc3c2C(=O)N(Cc2cccnc2)C3)CC1	8%	11%	-6%
CCCCOc1ccc(-c2nnn(CC(=O)NCCc3c[nH]c4ccccc34)n2)cc1	0%	?	12%
CN(CC(=O)NC(=O)NC1CCCCC1)CC(=O)Nc1ccc(Cl)cc1	2%	-15%	·
Cc1cccc(-n2nnc(C(=O)NCc3ccccc3)c2N)c1	5%	-17%	6%
COc1ccc(CCNC(=O)C(=O)NCC2OCCN2S(=O)(=O)c2cc(F)ccc2F)cc1 (stereo not drawn)	·	?	-6%
N#Cc1nc(-c2ccc(F)cc2)oc1N1CCN(C(=O)c2ccco2)CC1	-14%	-24%	-16%
O=C(CNS(=O)(=O)c1cccc2nsnc12)NC1CCCCC1	5%	-2%	0%
O=C(Nc1ccc2c(c1)Cc1ccccc1-2)c1ccc(Br)o1	1%	?	13%
O=C(Nc1ccc2sccc2c1)c1cccc(N2C(=O)CCC2=O)c1	3%	-1%	8%
Cc1ccc(/C(O)=C2\C(=O)C(=O)N(C)C2c2ccc(Br)cc2)cc1 (stereo not drawn)	4%	-5%	-6%
Cn1c(CNC(=O)C2CCC(=O)N(CCc3cccc(F)c3)C2)nc2ccccc21 (stereo not drawn)	3%	?	2%
C=CCNC(=O)COC(=O)CCC(=O)c1cccs1	-2%	?	1%
O=C(COc1ccccc1)NC(NC(=S)Nc1ccccc1C(=O)O)C(Cl)(Cl)Cl (stereo not drawn)	-6%	-20%	28%
CN1CC2(C(=O)c3ccccc3)CN(C)CC(C(=O)c3ccccc3)(C1)C2	-1%	-2%	8%
O=C(CCCOc1ccccc1)N1CCCc2ccccc21	3%	-29%	-3%

Record cards (already shown):
`O=C(Nc1ccc2sccc2c1)c1cccc(N2C(=O)CCC2=O)c1` is listed as TDP1 block = 3%; DT40 TDP1 no CPT = -1%; N370S GC = 8%
`Cc1ccc(/C(O)=C2\C(=O)C(=O)N(C)C2c2ccc(Br)cc2)cc1` (stereo not drawn) is listed as TDP1 block = 4%; DT40 TDP1 no CPT = -5%; N370S GC = -6%

(more compounds)
SMILES	TDP1 block	DT40 TDP1 no CPT	N370S GC
Cc1cc(C)c(NC(=O)C2CSCCS2)c(C)c1 (stereo not drawn)	0%[56.1 µM]	-15%	26%
O=c1c2ccccc2c(C=NC2CCN(Cc3ccccc3)CC2)c(O)n1Cc1ccc2c(c1)OCO2	9%	·	?
S=C(NCCCc1ccccc1)Nc1ccc(Cl)cc1	1%	?	8%
CN(C)S(=O)(=O)c1cccc(C(=O)Nc2ccccc2)c1	2%	-22%	18%
CCOC(=O)C1=C(CN(C)Cc2ccccc2)NC(=O)NC1c1ccc(OC)cc1 (stereo not drawn)	-2%	?	·
CC1(C)CC2CC(C)(CN2C(=O)COC(=O)c2ccc(NC(=O)CC#N)cc2)C1 (stereo not drawn)	0%	?	·
Cc1ccc(O)c(NC(=O)c2cc3nc4c(c(C(F)(F)F)n3n2)CCc2ccccc2-4)c1	2%	23µM*	4%
COc1ccc(CNC(=O)c2cccs2)cc1	-5%	-7%	-1%[2.35 µM]
CCOC(=O)C1CCCc2c1[nH]c1ccc(Cl)cc21 (stereo not drawn)	0%	-12%	13%
COc1ccccc1NC(=O)c1cc2c(cc1Cl)N1CCCCCC1=NS2(=O)=O	-5%	-23%	·
Cc1ccccc1CN(C)CC(=O)Nc1ccccc1Oc1ccccc1	·	?	11%
COc1ccc(CNC(=O)C(NC(C)=O)C(=O)Nc2ccc(OC)cc2)cc1 (stereo not drawn)	5%	-13%	5%
COC(=O)c1cc(Nc2cc(C)nc3ncnn23)cc(C(=O)OC)c1	-1%	-5%	1%
COc1ccc(OC)c(-n2cnc3cc(C(=O)NCCCN4CCOCC4)ccc32)c1	3%	-8%	-2%
COc1ccc(CNC(=O)CN(Cc2ccc(OC)cc2)C(=O)CCC(=O)Nc2ccccn2)cc1	·	-12%	-3%
O=C1c2ccccc2C(=O)N1CCCc1c[nH]c2ccc(Cl)cc12	6%	2%	8%
CC(=O)N1CCN(S(=O)(=O)c2cccc(C(=O)OCN3C(=O)c4ccccc4C3=O)c2)CC1	·	-23%	-3%
Cc1ccc(C(=O)NC2CCS(=O)(=O)C2)cc1S(=O)(=O)N1CCCC1 (stereo not drawn)	1%	-1%	3%
CC1CCCCC1NC(=O)c1cc(=O)[nH]c2ccccc12 (stereo not drawn)	0%	-24%	7%
COc1ccc2c(c1)c(=O)c(S(=O)(=O)c1ccc(F)cc1)cn2CC(=O)Nc1ccc(C)cc1C	-9%	25%	·
C=CCc1cccc(/C=N/NC(=O)C[n+]2ccccc2)c1O	·	?	-8%
Cc1cccc(CNC(=O)CN2C(=O)CSc3c2c(C)nn3-c2ccccc2)c1	7%	-23%	·
O=C(CC1C(=O)NCCN1CC1CCCCC1)NCc1cc(F)ccc1F (stereo not drawn)	3%	?	-11%
CCc1ccc(CNC(=O)c2nn(-c3ccc(C)cc3)c(=O)c3c2c2ccccc2n3C)cc1	5%	-4%	·
COC(=O)c1ccccc1Sc1snnc1C	-11%	-9%	1%
COc1cccc(/C=C2\Oc3cc(OCC(=O)N4CCCC4)ccc3C2=O)c1OC	7%	?	-19%
COCCn1c(CN2CCN(C)CC2)nc2c1c(=O)n(C)c(=O)n2C	-2%	0%	-4%
CCCN1C(=O)/C(=C/c2c(NCCCOC(C)C)nc3c(C)cccn3c2=O)SC1=S	1%	?	8%
CCC(C)c1ccc(OCC(=O)Nc2ccc(Cl)cn2)cc1 (stereo not drawn)	4%	1%	17%
CCN(CC)S(=O)(=O)c1ccc(/C=C/C(=O)N(c2ccccn2)C2CCCCC2)cc1	5%	12µM*	-3%
Cc1cc(O)c(C(C)C)cc1N=Cc1cc([N+](=O)[O-])ccc1O	9%	16µM*	-9%
CCOc1ccc(C(=O)Nc2ccc(CN3CCOCC3)cc2)cc1Cl	·	-7%	-13%
Cc1ccc2cc(C)c(SCC#N)nc2c1	-1%	3%	20%
Cc1ccc(-c2nn(-c3ccccc3)cc2C(=O)Nc2ccc(C(=O)O)cc2)cc1	3%	?	-3%
CCOc1ccccc1NC(=O)C1=C(C)NC(=O)NC1c1cccc(OC)c1OC (stereo not drawn)	4%	-4%	2%
CC1CCC2(CC1)NC(=O)N(CC(=O)c1ccc[nH]1)C2=O (stereo not drawn)	5%	0%	1%
CCOC(=O)c1cc2c(ccn2C)n1Cc1cc(C)ccc1C	10%	?	2%
CSCC[C@H](NC(=O)[C@H]1CC[C@H](CNC(=O)[C@@H]2CCCN2)CC1)C(=O)O	·	-6%	-1%
CCn1cc(C(=O)NC2CCCCCC2)c(=O)c2ccc(C)nc21	·	?	-4%
Cc1ccc(NC(=S)Nc2ccc(Br)cc2)cc1	0%	?	6%
S=c1[nH]nc(-c2cc(-c3ccsc3)n[nH]2)n1-c1cccc2ccccc12	5%	29µM*	16%
CC(C)COC(=O)N1CCCC1C(=O)Nc1nccs1 (stereo not drawn)	2%	-10%	4%
COc1ccc(C(=O)COC(=O)CN2C(=O)C3C4CCC(C4)C3C2=O)cc1 (stereo not drawn)	5%[0.0935 µM]	-25%	2%
O=C(NCc1ccccc1)c1ccc(C(=O)N(C2CCCCC2)C2CCCCC2)cc1	2%	?	-1%
CC(Sc1nc2ccccc2c(=O)n1C)C(=O)NC1CCCCC1C (stereo not drawn)	1%	2.3µM*	-13%
COc1ccccc1/C=C/c1nc(S(=O)(=O)c2ccccc2)c(N2CCC(C(N)=O)CC2)o1	7%	?	-3%
Cc1cccc(OCC(=O)Nc2ccc3nc(SCc4ccccc4)sc3c2)c1	3%	-27%	·
COC(=O)CNC(c1ccccc1)c1cc(Br)ccc1NC(=O)OCc1ccccc1 (stereo not drawn)	0%	?	-13%
FC(F)(F)C(F)(F)C(F)(F)c1nnc2ccc(N3CCOCC3)nn12	7%	?	20%
COc1ccc(C(=O)NNC2=Nc3cccc4cccc2c34)cc1	0%	-24%	-3%

Going on with the list.
SMILES	TDP1 block	DT40 TDP1 no CPT	N370S GC
CCOC(=O)C1=C(CN2CCN(C(=O)c3ccco3)CC2)NC(=O)NC1c1ccc(OC)cc1 (stereo not drawn)	3%	-29%	-7%
O=C(Cn1ccc([N+](=O)[O-])n1)Nc1ccccn1	0%	7%	6%
O=C(c1cccc(S(=O)(=O)N2CCc3ccccc32)c1)N1CCN(c2ccccn2)CC1	5%	23µM*	2%
COc1cccc(CNc2ncnc3onc(C)c23)c1	-4%	9.2µM*	·
Cc1cccc(C(=O)NCCC(=O)Nc2ccc(F)c([N+](=O)[O-])c2)c1	·	?	-14%
COc1ccc(NC(=O)c2ccc3c(c2)NC(=O)CS3)cc1S(=O)(=O)Nc1ccc(Br)cc1	-1%	29µM*	2%
O=C(Cc1ccccc1F)Nc1ccccc1N1CCCC1	5%	4%	4%
COc1ccc(NC(=S)N(CCN2CCOCC2)C2CCN(C(C)=O)CC2)cc1Cl	3%	-22%	14%

23 structures from above, arranged by formula weight, rising.
SMILES	TDP1 block	DT40 TDP1 no CPT	N370S GC
COC(=O)c1ccccc1Sc1snnc1C	-11%	-9%	1%
S=C(NCc1ccccc1Cl)NC1CCCC1	3%	?	-7%
Cc1cc(C)c(NC(=O)C2CSCCS2)c(C)c1 (stereo not drawn)	0%[56.1 µM]	-15%	26%
S=C(NCCCc1ccccc1)Nc1ccc(Cl)cc1	1%	?	8%
COc1ccc(C(=O)NNC2=Nc3cccc4cccc2c34)cc1	0%	-24%	-3%
CCC(C)c1ccc(OCC(=O)Nc2ccc(Cl)cn2)cc1 (stereo not drawn)	4%	1%	17%
CCn1cc(C(=O)NC2CCCCCC2)c(=O)c2ccc(C)nc21	·	?	-4%
O=C(Nc1ccc2sccc2c1)c1cccc(N2C(=O)CCC2=O)c1	3%	-1%	8%
N#Cc1nc(-c2ccc(F)cc2)oc1N1CCN(C(=O)c2ccco2)CC1	-14%	-24%	-16%
COc1ccc(C(=O)COC(=O)CN2C(=O)C3C4CCC(C4)C3C2=O)cc1 (stereo not drawn)	5%[0.0935 µM]	-25%	2%
S=c1[nH]nc(-c2cc(-c3ccsc3)n[nH]2)n1-c1cccc2ccccc12	5%	29µM*	16%
O=C(CC1C(=O)NCCN1Cc1ccc(F)c(F)c1)NCCn1cccn1 (stereo not drawn)	-2%	3%	-5%
CSCC[C@H](NC(=O)[C@H]1CC[C@H](CNC(=O)[C@@H]2CCCN2)CC1)C(=O)O	·	-6%	-1%
Cc1ccc(-c2nn(-c3ccccc3)cc2C(=O)Nc2ccc(C(=O)O)cc2)cc1	3%	?	-3%
Cc1cccc(CNC(=O)CN2C(=O)CSc3c2c(C)nn3-c2ccccc2)c1	7%	-23%	·
Cn1c(CNC(=O)C2CCC(=O)N(CCc3cccc(F)c3)C2)nc2ccccc21 (stereo not drawn)	3%	?	2%
O=C(NCc1ccccc1)c1ccc(C(=O)N(C2CCCCC2)C2CCCCC2)cc1	2%	?	-1%
Cc1cccc(OCC(=O)Nc2ccc3nc(SCc4ccccc4)sc3c2)c1	3%	-27%	·
COc1ccc(OC)c(-n2cnc3cc(C(=O)NCCCN4CCOCC4)ccc32)c1	3%	-8%	-2%
COc1ccccc1NC(=O)c1cc2c(cc1Cl)N1CCCCCC1=NS2(=O)=O	-5%	-23%	·
COc1ccc(NC(=S)N(CCN2CCOCC2)C2CCN(C(C)=O)CC2)cc1Cl	3%	-22%	14%
COc1ccc(CCNC(=O)C(=O)NCC2OCCN2S(=O)(=O)c2cc(F)ccc2F)cc1 (stereo not drawn)	·	?	-6%
O=c1c2ccccc2c(C=NC2CCN(Cc3ccccc3)CC2)c(O)n1Cc1ccc2c(c1)OCO2	9%	·	?

Not all compounds are listed; the hit share may differ from the screen's.
